# Assay outcomes deposited in PubChem by National Center for Advancing Translational Sciences (NCATS).
# G9a block: inhibitors of human histone lysine methyltransferase G9a | Q96KQ7 | G9a H3K9 monomethylation, AlphaScreen, 2 h | Potency, µM (doses to about 102 µM), for the others: at the highest dose activity, negative = inhibition, actives largely listed as inhibitors | 350,000 compounds, 8.8% hits; also: potency is read from the fitted curve at half-maximal effect; % is scaled to controls: 0 for no effect and ±100 for the full control effect; nearly all actives have a fitted effect of over 75% in size
#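 Readings reflect AlphaScreen signal from monomethyl-H3K9 antibody detection. HMT at 20 nM; substrate b-H3K9 500 nM; cofactor SAM 20 uM; 2 h RT reaction; compounds tested as titrations in qHTS with 15 min preincubation.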
# 12-LOX inh: inhibitors of human 12S-lipoxygenase ALOX12 | AID 1671190 | 580,000 compounds, 1.1% hits | Potency, µM (series often up to 108 µM), inactives show at the top dose activity change, negative = inhibition, hits mostly inhibitors | purified 12hLO, xylenol orange hydroperoxide absorbance | P18054; also: potency is read from the fitted curve at half-maximal effect; % is scaled to controls: 0 for no effect and ±100 for the full control effect
#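 Purified human 12hLO at 150 nM in 25 mM Hepes, 0.01% Triton X-100, pH 7.0, preincubated 15 min at room temperature with compound. Reaction started with 40 uM arachidonic acid, 30 min at room temperature. Hydroperoxide measured by Fe-xylenol orange, 573/405 nm absorbance ratio.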
# JMJD2A Tudor: JMJD2A Tudor domain (human) inhibition | Potency, µM (titrated, usually from 114 µM), without a hit: at the highest dose activity change, negative = inhibition, most hits filed as inhibitors | 390,000 compounds, 4.4% hits | AlphaScreen JMJD2A-Tudor / H3K4me3 peptide binding | O75164; also: potency is read from the fitted curve at half-maximal effect; % is scaled to controls: 0 for no effect and ±100 for the full control effect; nearly all actives have a fitted effect of over 50% in size
# PI4K2A inh: blocks human PI4K2A kinase activity; Q9BTU6; purified PI4K2A, ADP-Glo luminescence, 1 h; stronger effect = lower value; activity change, negative = inhibition, % at 76.9 µM; 420,000 compounds, 0.13% hits; AID 1346378; in the data active = activity change below about -50%; inconclusive = mostly about -30% to -49%;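 also: -100% = wells without enzyme as full effect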
#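 Compounds are screened against recombinant PI4K2A using PI as substrate and ATP, the latter dispensed at 300 microM. Reactions run one hour at ambient temperature before ADP-Glo detection; full inhibition defined by wells lacking enzyme.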
# GLS inhibitor: blocks human kidney-isoform glutaminase activity; Potency, µM (titrated, usually from 45.5 µM), without a hit: at the highest dose activity change, negative = inhibition, most hits filed as inhibitors; AID 624170; GLS enzymatic activity, qHTS titration; 410,000 compounds, 0.21% hits; also: potency is read from the fitted curve at half-maximal effect; % is scaled to controls: 0 for no effect and ±100 for the full control effect
# Target sequence (O94925 whole entry, looked up, canonical isoform): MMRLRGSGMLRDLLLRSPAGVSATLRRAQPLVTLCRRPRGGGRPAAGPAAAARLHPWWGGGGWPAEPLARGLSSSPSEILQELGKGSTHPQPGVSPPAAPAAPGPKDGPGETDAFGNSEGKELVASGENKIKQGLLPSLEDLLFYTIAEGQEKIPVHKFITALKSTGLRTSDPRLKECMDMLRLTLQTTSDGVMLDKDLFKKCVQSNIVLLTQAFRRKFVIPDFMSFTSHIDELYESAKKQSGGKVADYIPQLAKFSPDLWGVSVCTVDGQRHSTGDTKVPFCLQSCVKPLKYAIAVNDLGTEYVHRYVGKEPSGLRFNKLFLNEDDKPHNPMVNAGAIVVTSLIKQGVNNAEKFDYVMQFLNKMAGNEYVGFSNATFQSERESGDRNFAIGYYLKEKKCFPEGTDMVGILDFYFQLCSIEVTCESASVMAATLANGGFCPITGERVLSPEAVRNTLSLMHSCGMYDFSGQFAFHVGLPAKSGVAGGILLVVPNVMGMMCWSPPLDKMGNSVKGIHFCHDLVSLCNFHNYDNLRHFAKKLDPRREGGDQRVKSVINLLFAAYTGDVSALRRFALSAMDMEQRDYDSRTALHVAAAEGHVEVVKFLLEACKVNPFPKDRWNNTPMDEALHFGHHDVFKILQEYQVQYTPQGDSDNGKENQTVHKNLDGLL
#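 Coupled fluorescence readout: glutamate oxidase/HRP/Amplex Red detect glutamate formed by hKGA from L-glutamine (1 mM solution added). Buffer 45 mM KH2PO4 pH 8.2, 0.02% Tween-20; reads at t0 and 30 min RT.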
# ERG-DNA inh: blocks human ERG Ets domain binding to DNA | P11308 | fluorescence polarization, His-ERG Ets domain / labelled DNA | Potency, µM (series often up to 76.9 µM), for the others: at the top dose FP activity, negative = inhibition, actives largely listed as inhibitors | 370,000 compounds, 0.028% hits; active = well fitted inhibition curve with a large enough effect in the polarisation, with a control signal flat; inconclusive = small, poorly fitted or top-dose-only effect, or effect the other way, or a change in a side signal; inactive = no such curve, though single readings can be large or run the other way; the % refers to the polarisation;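 also: polarization taken with two DNA probes labelled with fluorescein and Texas red; potency is read from the fitted curve at half-maximal effect; % of control where 0% means no effect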
#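 His-tagged ERG Ets domain (1 uM in the protein solution; 300mM KCl, 50mM Tris-HCl, 1mM EDTA, 1mM DTT, pH 7.5) received compound, then a probe mix of 5 nM fluorescein-DNA and 100nM Texas-615-DNA. Fluorescence polarization was read for both dyes.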
# HP1b binding inh: inhibitors of HP1-beta chromodomain binding to methylated histone tails; 390,000 compounds, 0.56% hits; AID 540317; Potency, µM (doses to about 114 µM), for the others: top-dose activity change, negative = inhibition, usual class: inhibitors; P83916; AlphaScreen HP1-beta / biotin-H3K9me3 peptide binding; also: potency is read from the fitted curve at half-maximal effect; nearly all actives have a fitted effect of over 70% in size; inactives centre near 23
# Target sequence (P83916 whole entry, looked up): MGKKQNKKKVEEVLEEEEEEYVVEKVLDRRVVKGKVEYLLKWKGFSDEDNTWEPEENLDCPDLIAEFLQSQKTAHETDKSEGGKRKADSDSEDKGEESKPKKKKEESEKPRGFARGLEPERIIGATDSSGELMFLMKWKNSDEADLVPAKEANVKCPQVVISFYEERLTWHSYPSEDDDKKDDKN
#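 Compound inhibition of the preformed complex between 50 nM HP1-beta and 50 nM biotinylated H3K9me3 peptide was read by AlphaScreen. Buffer was PBS pH 7.4 with 0.01% Tween-20. Incubations ran 30 min at room temperature, with 10 ug/mL donor/acceptor beads.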
# RGS4 inh: human RGS4 inhibition; Transcreener GDP fluorescence polarization, RGS4-accelerated GTP hydrolysis; Potency, µM (highest dose often 114 µM), for the others: at the highest dose activity change, negative = inhibition, actives largely listed as inhibitors; 390,000 compounds, 0.039% hits; AID 504845; also: potency is read from the fitted curve at half-maximal effect; % is scaled to controls: 0 for no effect and ±100 for the full control effect; nearly all actives have a fitted effect of over 75% in size; some results filed as inactive show a strong effect at the top dose
# Target sequence (P49798 whole entry, looked up): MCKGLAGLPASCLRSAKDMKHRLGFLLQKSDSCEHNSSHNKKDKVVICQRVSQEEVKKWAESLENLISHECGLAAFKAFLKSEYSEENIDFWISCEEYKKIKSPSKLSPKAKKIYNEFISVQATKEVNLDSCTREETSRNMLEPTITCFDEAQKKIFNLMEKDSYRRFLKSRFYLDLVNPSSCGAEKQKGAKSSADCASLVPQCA
#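 MLSMR compounds (23 nl, pin-transferred) preincubated 10 min at room temperature with a 500nM (2x) first reagent, then RGS4 at 900nM (2x) plus Transcreener GDP mix added; fluorescence polarization (620/688 nm) read before and after 90 min at 30 °C.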
# BAZ2B block: BAZ2B (human) inhibition; Q9UIF8; AlphaScreen BAZ2B-H3K14Ac peptide displacement; Potency, µM (doses to about 114 µM), for inactives: at the top dose activity change, negative = inhibition, most hits filed as inhibitors; 360,000 compounds, 4.4% hits; also: potency is read from the fitted curve at half-maximal effect; % is scaled to controls: 0 for no effect and ±100 for the full control effect; nearly all actives have a fitted effect of over 60% in size
#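 AlphaScreen displacement of biotin-H3(5-23)K14Ac peptide (50 nM final) from BAZ2B (50 nM final) in PBS pH 7.4, 0.01% Tween-20; complex preformed 30 min RT, then compounds (top 110 uM) 30 min RT, beads 20 min dark.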
# * marks the source's active call; other numbers are inactive results; u = inconclusive; x = no result given; [ ] = dose if it differs, or a comment. Unless noted, calls follow the shape of the dose curve; as a rule, active = well fitted curve in the direction sought with a large enough effect; inconclusive = small, poorly fitted or top-dose-only effect, or another doubt; inactive = no such curve, though single readings can be large; an effect the other way counts as inactive or inconclusive.
SMILES,G9a block,12-LOX inh,JMJD2A Tudor,PI4K2A inh,GLS inhibitor,ERG-DNA inh,HP1b binding inh,RGS4 inh,BAZ2B block
CC(C)Cc1nnc(NC(=O)CCC(=O)N2CCN(Cc3ccccc3)CC2)s1,25%,2%,-17%,2,1%,0%,19%,6%,-5%[57.1 µM]
CCS(=O)(=O)N1CC(=O)N(c2ccc(Cl)cc2C)C(C)(C(=O)NC2CCCCCC2)C1 (stereo unspecified),-2%[59 µM],-29%,-4%,-1,3%,-16%,47%[activator],-4%,4%
COc1ccc(OC)c(-c2cc(C(=O)NCCN3CCOCC3)no2)c1,-10%,13%,-10%,1,12%,7%,23%,17%,2%
CCOc1ccccc1NC(=O)CSc1nnc(C2CC2)n1CC,2%,28%,0%,0,-12%,-2%,22%,-22%,4%
Cc1cccc(C)c1NC(=O)CN(C)C(=O)/C=C/c1cccs1,-10%[59 µM],1%,4%,-1,0%,-8%,37%,-15%,6%
CC1CCCC(NC(=O)c2ccc3c(c2)N(Cc2ccccc2)C(=O)CS3=O)C1C (stereo unspecified),-8%[59 µM],450%[activator],-7%,3,-4%,10%,69%[activator],-18%,0%
O=C(COc1ccc2c(-c3ccccc3)cc(=O)oc2c1)Nc1ccc(CN2CCOCC2)cc1,x,-12%,-27%,5,-12%,3%,19%,-16%,-4%
COc1ccc(CNC(=O)CCC(=O)N2CCSc3ccccc32)cc1,-1%[59 µM],-13%,-8%,2,2%,0%,37%,-7%,-12%
Cc1cc(C(=O)N2CCCC(CNS(=O)(=O)c3cccs3)C2)nn1C (stereo unspecified),x,4%,4%[57.1 µM],-1,5%,3%,28%,-1%,-7%
C=CCN(c1ccc(C(=O)Nc2ccc3c(c2)OCO3)cc1)S(C)(=O)=O,u,5%,-7%,3,12%,5%,23%[57 µM],2%,-13%
O=C(Cn1ncc2c1-c1ccccc1OC2)Nc1nc2ccccc2s1,u,17%[57.4 µM],u,-6,1%,17%,26%,0%,-10%
Cc1csc(NC(=O)CSc2nnc(-c3cccnc3)o2)n1,66%,2%,-12%,6,1%,9%,44%[activator],10%,-21%
COc1ccc(NS(=O)(=O)c2cc(NC(=O)C3CC3)ccc2N2CCCCC2)cc1,-10%,5%,-29%,2,9%,9%,16%,-7%,x
Cc1ccccc1NS(=O)(=O)c1ccc(C(=O)N2CCCCCCC2)cc1,0%[59 µM],-6%,-16%,2,4%,-8%,11%,-26%,2%
Cc1cc(C(=O)C(=O)Nc2nncs2)c(C)n1-c1ccc(Cl)cc1,-24%[59 µM],u,-12%,-5,-1%,1%,-9%,-8%,-28%
C=CCN1CCN(C(=O)CCc2ccccc2)CC1,x,u,3%,2,0%,1%,33%,-11%,-1%
O=C1CCCCC1C(Nc1ccc(Cl)cc1)c1ccccc1 (stereo unspecified),1%[2.33 µM],3%,2%,9,4%,7%,49%[activator],-34%,-4%
Cc1ccc(Cn2c(=O)n(Cc3ccco3)c(=O)c3sc4ccccc4c32)cc1,-30%[59 µM],0%,-8%,-1,2%,-5%,24%,28%,-8%
COc1cccc(C(=O)C2CCCN(Cc3cccn3-c3cccnc3)C2)c1 (stereo unspecified),x,-3%,u,5,5%,-5%,-8%,-2%,u
CCC(=O)N/N=C(\C)CC(=O)Nc1ccccc1-c1ccccc1,-45%,18%,-7%,4,-13%,-7%,40%[activator],-16%,-33%
COc1ccc(C(=O)NC(C)C2CC3CCC2C3)cc1 (stereo unspecified),24%,219%[activator],0%,5,-7%,-2%,65%[activator],0%,13%
COc1ccc(N(C(=O)CNC(=O)c2ccco2)C(C(=O)NC2CCCCC2)c2ccco2)cc1 (stereo unspecified),-3%,0%,10%,14,-6%,8%,49%,-19%,18%
CCOC(=O)C1=C(CS(=O)(=O)c2ccc(F)c(C)c2)NC(=O)NC1c1ccccc1OC (stereo unspecified),3%[59 µM],-10%,-21%,2,-14%,-2%,24%,20%,-8%
O=C1c2cccc3cc([N+](=O)[O-])cc(c23)C(=O)N1c1nncs1,x,92%[activator],-10%,3,-3%,-10%,11%,8%,x
COC(=O)c1c(NC(=O)COc2cc(C)c(Cl)c(C)c2)sc2c1CCCC2,7.1µM*,-4%,-15%,4,-3%,-2%,u,u,24%
CC(=O)Nc1ccccc1C(=O)C(=O)Nc1cccc(Br)c1,-31%,1%,-28%,-4,-8%,2%,8%,7%,u
COc1ccc(/C=C/C(=O)OCC(=O)c2ccc(S(=O)(=O)N3CCCCC3)cc2)cc1OC,-28%,-4%,-15%,3,-6%,-9%,16%,3%,-5%
COc1ccc(-c2csc(-c3c(N)c(C(=O)c4ccccc4)n4ccccc34)n2)cc1,43%[activator][59 µM],5%,-19%,3,4%,4%,75%[activator],-28%,34%
CCn1c(SCc2nnc(-c3ccccc3)o2)nnc1-c1ccc(S(=O)(=O)N2CCCC2)cc1,-6%[12.7 µM],3%,-16%,-5,2%,-2%,4%,9%,-1%
Cc1ccccc1NC(=O)c1cccc(Cn2cc(Br)c([N+](=O)[O-])n2)c1,19%[12.7 µM],-12%,-5%,6,26%,-1%,13%,-8%,-3%
C/C(CC(=O)Nc1cccc(C(F)(F)F)c1)=N\NC(=O)Cc1ccccc1,15%[59 µM],-1%,-26%,1,-1%,9%,12%,2%,-8%
CCN1CCN(C(=O)CN2C(=O)COc3ccc(C)cc32)CC1,4%,-20%,-14%,-1,0%,17%,-6%,-3%,-3%
C[C@H](CO)N1C[C@H](C)[C@@H](CN(C)S(=O)(=O)c2ccc(F)cc2)Oc2c(NC(=O)c3ccncc3)cccc2C1=O,x,-22%,-22%,-5,6%,1%,28%,1%,x
COc1ccc(CNCC(=O)Nc2cc(C)nn2-c2nc(C)cc(C)n2)cc1OC,11%,-6%,-21%,-3,-8%,6%,31%,-9%,0%
Cc1cccc(CC(=O)N2CC(=O)Nc3ccc(C)cc3C2c2ccc(F)cc2)c1 (stereo unspecified),7%[59 µM],-11%,-23%,-1,7%,6%,20%,-7%,-1%
CC(=O)C1=C(O)C(=O)N(Cc2ccccc2)C1c1cccs1 (stereo unspecified),45µM*,u,-21%,7,14%,8%,-5%,-11%,u
CCCn1c(=O)c(C(=O)NNC(=O)Cc2ccccc2)c(O)c2ccccc21,2%,19%,-9%,0,5%,-6%,30%[activator],-9%,-17%
N/C(COc1ccc(F)cc1)=N\NC(=O)c1cccnc1Oc1ccccc1,26%[59 µM],11%[57.4 µM],-6%,0,16%,-1%,42%[activator],17%,-1%
COc1cc(SC)ccc1C(=O)N1CCc2ccccc21,x,-23%,-1%,-3,-5%,7%,38%,-27%,-5%
CN(CC(=O)Nc1ccccc1Br)C(=O)CCSc1ccc(F)cc1,6%,-8%,1%,0,-6%,-6%,39%,6%,-5%

# Structures above printed as active in G9a block.
SMILES,G9a block,12-LOX inh,JMJD2A Tudor,PI4K2A inh,GLS inhibitor,ERG-DNA inh,HP1b binding inh,RGS4 inh,BAZ2B block
COC(=O)c1c(NC(=O)COc2cc(C)c(Cl)c(C)c2)sc2c1CCCC2,7.1µM*,-4%,-15%,4,-3%,-2%,u,u,24%
CC(=O)C1=C(O)C(=O)N(Cc2ccccc2)C1c1cccs1 (stereo unspecified),45µM*,u,-21%,7,14%,8%,-5%,-11%,u

# Next part
SMILES,G9a block,12-LOX inh,JMJD2A Tudor,PI4K2A inh,GLS inhibitor,ERG-DNA inh,HP1b binding inh,RGS4 inh,BAZ2B block
O=C(Nn1cnnc1)c1ccccc1Cl,-21%[2.33 µM],0%,-12%,-1,1%,0%,34%,21%,0%
O=C(c1cc(F)c(F)cc1Cl)N1CCN(c2ncccn2)CC1,51%,9%,-13%,-1,10%,-9%,19%,20%,-11%
COc1cccc(Nc2c3c(nc4nncn24)CCC3)c1,u,-8%,-5%,-1,5%,6%,51%[activator],-13%,-8%
CN1C(=O)/C(=C2\SC(N3CCCCCC3)=NC2=O)c2ccccc21,40µM*,-20%,40µM*,2,22%,3%,u,-3%,u
O=C(NC1CS(=O)(=O)CC1NCc1ccco1)c1ccccc1 (stereo unspecified),-11%[59 µM],0%,7%,-7,-2%,-16%,45%[activator],-6%,-9%
CCn1c(C)nc2cc(C(=O)NNC(=O)CCC3CCCC3)ccc21,-3%,-1%,-3%,-2,-1%,5%,24%,5%,-5%
COc1ccc(-n2nc(C(=O)N(C)C3CCCCC3)c3ccccc3c2=O)c(OC)c1,-13%,-5%,-4%,10,-10%,0%,30%,-4%,-20%
Cc1ccc(C2(C)NC(=O)N(CC(=O)Nc3cc(S(=O)(=O)N(C)C)ccc3C)C2=O)cc1 (stereo unspecified),8%,-3%,-9%,0,-6%,2%,28%,22%,1%
CCOc1ccc(N(C)Cc2cc(=O)oc3ccc(OC)cc23)cc1,x,1%,14µM*,-3,21%,-1%,u,-23%,22µM*
O=C(NCC1CCCN(Cc2nccs2)C1)c1cccc2ccccc12 (stereo unspecified),17%,12%,-7%,2,1%,6%,10%,-5%,-4%

# A portion of the library; the hit share may differ from the screen's.
